Compound activity from PubChem.
A549 viability = Nrf2 qHTS screen for inhibitors: counterscreen for cytotoxicity. Potency, µM (doses to about 46 µM), for the others: at the highest dose activity change, negative = cytotoxicity, most hits filed as inhibitors. A549 ARE-Fluc cells, CellTiter-Fluor viability, 18-24 h. 0.16% of 390,000 active; also: potency is read from the fitted curve at half-maximal effect; % is scaled to controls: 0 for no effect and ±100 for the full control effect
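Cytotoxicity counterscreen: CellTiter-Fluor fluorescence was measured in A549 ARE_Fluc cells after 18-24 h of compound exposure in a concentration series. The subsequent BugLite luminescent read reports ARE-luciferase activity.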
pAkt inh = HTS Assay for Inhibitors of Akt Phophorylation: Primary Screen | Neuro2A IGF-stimulated pAkt S473 HTRF, 20 min; stronger effect = lower value | 0.32% of 360,000 active | activity change, % for hits at 50 µM; in the data active = activity change below about -80%; inconclusive = mostly about -51% to -80%; also: % is scaled to controls: 0 for no effect and ±100 for the full control effect
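Neuro2A cells (4,500/well, DMEM with 0.5% FBS) were treated with compound at a single 50 µM final concentration, stimulated with 6 nM IGF for 20 min at 37 °C, and lysed. Phospho-Akt Ser473 was read by HTRF as 665/615 ratio ×10^4.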
Abeta yeast res = qHTS for compounds that reverse cellular toxicity of Amyloid beta (A-beta) peptide in yeast: Primary Screen; yeast expressing A-beta42, growth rescue, OD600, 48 h; response scale: 0% DMSO, 100% iron-clioquinol control; Potency, µM (series often up to 46.1 µM), inactives show top-dose growth rescue, hits mostly activators; 0.063% of 410,000 active; also: potency is read from the fitted curve at half-maximal effect; nearly all actives have a fitted effect of over 55% in size
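Growth rescue measured by 600 nm absorbance after 48 h yeast culture at 30 C with compound. Values normalized between DMSO and an equimolar ferric chloride plus clioquinol control.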
Nrf2 ARE act = qHTS of Nrf2 Activators; AID 624171, 2012; AREc32 ARE-luciferase reporter (MCF7-derived line), luminescence, 24 h; 0.31% of 410,000 active; Potency, µM (top dose mostly 46.1 µM), for inactives: at the top dose activation, most hits filed as activators; also: potency is read from the fitted curve at half-maximal effect; % of control where 0% means no effect; nearly all actives have a fitted effect of over 65% in size
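Nrf2 activation is followed as ARE-luciferase induction in the AREc32 line after one day of compound treatment; luminescence is read with Steady-Glo.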
MmCpn inh = Inhibitors of TCP-1 ring complex (TRiC) of Methanococcus maripaludis (MmCpn): qHTS; Potency, µM (series often up to 76.9 µM), inactives show top-dose activity, negative = inhibition, most hits filed as inhibitors; purified Mm-Cpn ATPase, ADP Transcreener TR-FRET; 0.031% of 330,000 active; also: potency is read from the fitted curve at half-maximal effect; % is scaled to controls: 0 for no effect and ±100 for the full control effect; nearly all actives have a fitted effect of over 80% in size
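25 nM Mm-CPN + cpd, 10 min 37°C; + 10 uM ATP, 30 min 37°C; buffer 30 mM Tris pH 7.4, 100 mM KCl, 5 mM MgCl2, 1 mM DTT; Transcreener ADP HTRF detection 30 min RT.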
TGFb SMAD3 inh = qHTS for Inhibitors of TGF-b; Potency, µM (doses to about 46.1 µM), for inactives: at the top dose activity, negative = inhibition, most hits filed as inhibitors; AID 588855, 2011; HepG2 CAGA-GFP TGF-b/SMAD3 reporter, GFP fluorescence, 18 h; TGF-beta stimulated, 500 pg/mL final; 1.2% of 410,000 active; also: potency is read from the fitted curve at half-maximal effect; % is scaled to controls: 0 for no effect and ±100 for the full control effect; nearly all actives have a fitted effect of over 65% in size
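GFP signal (ex488/em500-530) from TGF-beta-stimulated HEPG2 CAGA-GFP cells, 500 pg/mL final, 18 h at 37 degrees C in DMEM plus 1% FBS, normalized to unstimulated and DMSO-stimulated controls.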
HepG2 viability = qHTS for Inhibitors of TGF-b: Cytotox Counterscreen; HepG2 CAGA-GFP viability, ATP luminescence, 18 h; 0.76% of 410,000 active; Potency, µM (series often up to 46.1 µM), without a hit: at the highest dose activity change, negative = cytotoxicity, actives largely listed as cytotoxic; also: potency is read from the fitted curve at half-maximal effect; some results filed as inactive show a strong effect at the top dose
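CellTiter-Glo luminescence gave cytotoxicity after 18 hours at 37 degrees C. The cells were HepG2 CAGA-GFP in 1% FBS DMEM, stimulated with 500 pg/mL TGF-beta after compound addition. %Activity was normalised to no-cell wells (complete cell-killing) and DMSO (no toxicity), and curves were fitted and classified.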
Nrf2 block = Nrf2 qHTS screen for inhibitors | Potency, µM (titrated, usually from 46 µM), without a hit: top-dose activity change, negative = inhibition, usual class: inhibitors | A549 ARE-Fluc reporter, luciferase luminescence, 18-24 h | 2.1% of 360,000 active; also: potency is read from the fitted curve at half-maximal effect; % is scaled to controls: 0 for no effect and ±100 for the full control effect; nearly all actives have a fitted effect of over 60% in size
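Reporter: ARE-Fluc in A549. Exposure: 18-24 h, 37 °C, 5% CO2, 5% FBS OPTI-MEM. Readouts: fluorescent cytotoxicity (CellTiter-Fluor), then luminescent Nrf2 signal after BugLite.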
CCT modulator = High-Throughput Screening for Modulators of Cytosolic Chaperonin Activity; activity change, % (no concentration beside the values), hits read low; AID 651819, 2012; 0.3% of 360,000 active; purified chaperonin ATPase assay, HTRF ADP detection, 30 min; in the data active = activity change below about -30%; also: % is scaled to controls: 0 for no effect and ±100 for the full control effect
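We incubate TRiC, 40 or 20 nM final, with library compounds at 76 uM and 10 uM ATP for 30 min at 37 °C. ADP formed is detected with Transcreener HTRF reagents after 30 min at room temperature.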
* hit, by the source's call; i = inactive; ? = inconclusive; nt = not tested or not shown; [ ] = remark or other dose. Unless noted, calls follow the shape of the dose curve; as a rule, active = well fitted curve in the direction sought with a large enough effect; inconclusive = small, poorly fitted or top-dose-only effect, or another doubt; inactive = no such curve, though single readings can be large; an effect the other way counts as inactive or inconclusive.

Fields: CCT modulator, HepG2 viability, TGFb SMAD3 inh, pAkt inh, A549 viability, MmCpn inh, Nrf2 ARE act, Nrf2 block, Abeta yeast res
CCOC(=O)c1ccccc1NC(=O)Cn1c(=O)n(CCC(=O)N2CCc3ccccc3C2)c(=O)c2ccccc21
 : nt, -16.0%, ?, nt, -0.9%, nt, 0.5%, -17.5%, 9.1%
CC(=O)c1c(C)[nH]c(C(=O)NCc2ccccc2)c1C
 : -1.4, 10.0%, -2.2%, i, 6.0%, 1.4%, -1.0%, -18.1%, -1.9%
C=Cn1cc[n+](CC(=O)c2cc(C(C)(C)C)c(O)c(C(C)(C)C)c2)c1
 : -0.5, 2.5%, -2.4%, i, 11.8%, 0.4%, 0.1%, 2.5%, 3.9%
Oc1c(N=NC(=S)Nc2ccccc2F)c2ccccc2n1Cc1ccccc1
 : 0.7, -23.3%, -22.2%, i, -12.9%, 4.4%, 1.0%, ?, 10.3%
COc1ccccc1/C=C/C(=O)NC(=S)NCC1CCCO1 (centres undefined)
 : -4.1, -10.8%, -0.2%, i, 8.9%, -1.1%, 10.5%, ?, 21.6%
Cc1ccc(C)c(OCc2cc(C(=O)N3CC[C@@H]4CCCC[C@H]4C3)no2)c1
 : 1.4, 0.0%, 8.4%, i, 1.2%, -0.4%, 3.5%, ?, 13.4%
CC1=C(C(=O)OC2CCCC2)C(c2coc3ccccc3c2=O)C2=C(CC(C)(C)CC2=O)N1 (centres undefined)
 : 0.0, -17.2%, -4.1%, i, -4.9%, 1.0%, 0.0%, -9.1%, -8.0%
O=C(CSc1ccsc1[N+](=O)[O-])Nc1cc(F)ccc1F
 : -1.7, -8.0%, -15.9%, i, 0.1%, 1.2%, ?, 0.4%, 7.9%
CNS(=O)(=O)c1cc(O)c2c(S(=O)(=O)NC)cccc2c1
 : -1.5, 32.8%, 0.0%, i, -2.5%, -3.1%, 0.2%, 2.2%, 13.2%
COc1ccc(NC(=O)CNC(=O)C2CCCCC2)cc1
 : 0.5, 1.7%, -1.5%, i, -1.8%, 1.0%, 0.0%, 22.1%, -4.4%
Nc1ccc(C(=O)Nc2ccc(NC(=O)c3ccco3)c(O)c2)cc1
 : 0.3, -10.0%, 2.1%, i, 2.0%, -5.4%, 2.6%, 1.1%, 5.6%
CC1(C)CC(n2c(NCCO)nc3c(c2=O)C2(CCCC2)Cc2ccccc2-3)CCO1 (centres undefined)
 : -2.9, -61.2%, ?, i, -18.5%, -1.6%, 4.0%, ?, -6.4%
CC(C)c1ccc(OCC(=O)Nc2ccc(OC(F)(F)F)cc2)cc1
 : 13.9, -8.0%, 24.3%, i, 13.0%, 0.7%, -0.6%, -23.2%, -10.3%
CCCC(=O)NC(c1ccccc1Cl)c1ccc2cccnc2c1O (centres undefined)
 : 0.1, -3.3%, ?, i, -16.3%, 2.9%, -0.2%, ?, ?
CCc1nnc(NS(=O)(=O)c2ccc(NC(=S)NC(=O)c3cccs3)cc2)s1
 : -1.6, -6.9%, -2.8%, i, 2.2%, 1.7%, 0.1%, 2.6%, 2.1%
Cc1cccc(-n2cc[nH]c2=S)c1
 : 0.5, -6.4%, 0.0%, i, -0.9%, 1.0%, 0.3%, 10.2%, 19.9%
Cc1cc(C(=O)COc2cc(F)ccc2[N+](=O)[O-])c(C)n1C1CC1
 : -0.7, -13.0%, -7.5%, i, -11.2%, 0.8%, ?, 20.3%, -2.5%
O=C(CN1CCN(C(=O)CNC(=O)c2ccc(-c3ccccc3)cc2)CC1)Nc1ccccc1Cl
 : -1.7, -25.6%, -9.4%, i, nt, nt, 0.4%, nt, 23.3%
COc1ccccc1NC(=O)c1[nH]c(C)c(C(C)=O)c1C
 : 1.0, -8.5%, 11.1%, i, 12.1%, -1.9%, 12.2%, nt, -47.5%[inhibitor]
C/C(=N\NC(=O)C1CCCC1)c1ccc(NC(=O)C(F)(F)F)cc1
 : -1.2, -93.5%, 11.2µM*, i, nt, nt, -0.4%, nt, -6.5%
CCCCn1c(NC(=O)c2ccc(Br)o2)c(S(=O)(=O)c2ccccc2)c2nc3ccccc3nc21
 : -1.4, -5.3%, -37.7%, i, ?, -1.4%, -0.2%, nt, -10.7%
CCOC(=O)CCC(=O)Nc1ccc(S(=O)(=O)Nc2cc(OC)nc(OC)n2)cc1
 : -1.5, -1.2%, -7.3%, i, 5.4%, -2.2%, -0.2%, -7.7%, 4.5%
CCOc1ccc(C(O)(c2ccccc2)C(CN2CCCC2)c2ccccc2)cc1 (centres undefined)
 : -0.2, -9.8%, -0.4%, i, -0.1%, 1.9%, 0.3%, 1.7%, 0.4%
Cc1cccc(NC2=NC(C)(C)N=C(N)N2)c1
 : 2.1, -45.0%, -19.6%, i, -7.6%, 2.1%, -0.4%, 5.17µM*, 4.6%
Cc1cccc(NC(=O)c2cccc(NC(=O)Cc3cccs3)c2)c1
 : 0.6, 5.1%, -3.2%, i, -4.0%, 1.5%, 0.7%, ?, 4.1%
COc1cccc(C(C)=NNc2ccc([N+](=O)[O-])cc2[N+](=O)[O-])c1OC
 : -0.6, -60.7%, ?, i, nt, nt, 1.2%, nt, 4.7%
COC(=O)c1cc(NS(=O)(=O)c2ccc3c(c2)OCCO3)ccc1Cl
 : nt, -16.2%, ?, nt, 1.0%, nt, -0.7%, -23.1%, 5.3%
COc1cc(C(=O)COC(=O)C2CCCCC2)cc(OC)c1OC
 : -0.7, 5.9%, -0.3%, i, -7.0%, 0.6%, -0.2%, 0.4%, 9.6%
Cc1nn(Cc2ccccc2)c(C)c1CNC(=O)c1ccc(F)c(S(=O)(=O)N2CCOCC2)c1
 : -6.9, 0.7%, 3.5%, i, -1.9%, 4.8%, 3.1%, -31.1%, -21.0%
O=[N+]([O-])c1ccc(S(=O)(=O)NCCS(=O)(=O)N2CCN(c3ccccc3)CC2)cc1
 : -1.1, -49.4%, -16.4%, i, -1.3%, 1.1%, 0.5%, 16.1%, 2.4%
O=C(N/N=C/c1c[nH]c2ccccc12)c1cc(Br)ccc1O
 : -1.4, -36.0%, -23.0%, i, -5.9%, -0.7%, 9.2%, 4.8%, 34.4%
COc1ccc([C@H]2C[C@@H](n3cc(COC(=O)c4ccccc4)nn3)[C@H](O)CN2Cc2cccs2)cc1
 : 0.2, 4.7%, 5.0%, i, nt, nt, -0.2%, nt, 1.7%
CN(C[C@H](Cc1ccccc1)N(C[C@H](CC1CCCCC1)N(CCc1ccccc1)N=O)N=O)N=O
 : -2.3, -52.9%, ?, i, -2.9%, nt, -0.9%, 6.0%, 1.3%
CSCCC(NC(=O)c1ccccc1C)C(=O)O (centres undefined)
 : 0.7, -4.7%, -2.1%, i, 1.4%, -1.0%, 0.6%, 8.9%, -14.2%
COc1ccccc1/C=C1\SC(=O)N(CCC(=O)NNC(=O)c2ccccc2Cl)C1=O
 : -1.8, -12.6%, 22.0%, i, 11.5%, 0.3%, 0.4%, -16.8%, 9.3%
Cc1cc(=O)oc2cc(OCC(=O)OCC(=O)N3CCC(C)CC3)ccc12
 : -3.9, 71.9%, 26.2%, i, 3.3%, -2.7%, -0.5%, -25.6%, -8.3%
CC(C)(C)OC(=O)N1Cc2ccccc2C[C@H]1C(=O)NCC(=O)Nc1ccc2c(c1)OCCO2
 : -1.6, -6.4%, 0.2%, i, 0.0%, 0.7%, 0.0%, -7.7%, -3.3%
CCCCNc1c(-c2ccc(OC)c(SC3CCCCC3)c2)nc2cnccn12
 : 1.2, 11.2µM*, ?, i, -19.5%, -3.4%, -4.7%, ?, -19.0%
Cc1nn(C)c(C)c1C(C)NC(=O)c1cc(COc2cncc(Cl)c2)on1 (centres undefined)
 : 0.8, 1.6%, 3.5%, i, 0.1%, ?, 0.3%, -16.7%, -12.9%
C=C(C(=O)c1ccccc1)C(c1ccccc1)C(C)C(=O)c1ccccc1 (centres undefined)
 : 0.1, -85.7%, ?, i, 1.0%, 0.7%, ?, -12.1%, 40.5%
CCCCC1(c2ccc(F)cc2)NC(=O)N(CC(=O)Nc2ccc(N3CCOCC3)cc2)C1=O (centres undefined)
 : -1.3, 0.9%, 2.2%, i, 11.0%, -0.9%, 11.3%, -19.3%, -7.8%
CN(Cc1ccccc1)C(=O)COC(=O)c1ccc(S(=O)(=O)N(C)C)cc1
 : 0.6, 19.2%, 0.9%, i, -1.0%, 2.6%, -0.5%, -5.6%, 5.8%
O=C(c1ccc2nc3ccccc3c(=O)n2c1)N1CCN(Cc2ccc3c(c2)OCO3)CC1
 : -3.3, -23.3%, 18.2%, i, 3.5%, 0.5%, 0.6%, nt, 2.3%
CN(Cc1ccccc1)C(=O)COC(=O)c1ccccc1NS(=O)(=O)c1cccc(N)c1
 : -0.4, -29.2%, ?, i, 0.4%, -0.8%, 0.2%, 5.7%, 4.3%
CC1=Nc2cc(Cl)ccc2Oc2ccccc21
 : -3.4, -27.1%, 1.3%, i, 2.9%, -6.8%, -0.4%, -14.1%, 18.0%
Cc1cc(C(=O)OCC(=O)Nc2ccc(F)cc2[N+](=O)[O-])c2ccccc2n1
 : -2.2, 10.1%, 19.8%, i, 1.4%, 1.6%, -0.4%, 12.4%, -15.4%
Cc1ccc(NCCCn2cnc(C(=O)Nc3ccc(C)c(C)c3)n2)cc1C
 : 0.9, 1.9%, -8.3%, i, -16.9%, nt, 3.4%, 11.1%, -9.0%
COc1ccc(C(=O)Nc2ncc(C)s2)cc1S(=O)(=O)N1CCOCC1
 : -0.5, -1.8%, -1.3%, i, -5.6%, -0.8%, -0.4%, -13.3%, 0.1%
COc1ccc2c3c([nH]c2c1)C1(NCC3)C(=O)Nc2ccccc21 (centres undefined)
 : -0.2, 12.3%, -21.7%, i, -6.7%, 1.9%[15.4 µM], -0.7%, -14.4%, -1.5%
